GLP1R cytotox = cytotoxicity counter-screen for GLP-1 receptor inverse agonists; HEK293 cAMP-luciferase reporter cells, luminescence, 24 h; hit rate 0.13% among 410,000; Potency, µM (series often up to 38.3 µM), for inactives: top-dose activity change, negative = inhibition, most hits filed as inhibitors; AID 624418;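 note: loss of luciferase light is scored as toxicity; potency is the fitted concentration of half-maximal effect; % is set by controls: 0 for no effect and ±100 for the full control effect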
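To flag toxic compounds, the library was rerun on cells for 24 hr at 37 deg C and 5% CO2. Viability-linked luminescence was captured 12 min after adding luciferase detection reagent.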
SW480 rerep = induces DNA re-replication in SW480 colon adenocarcinoma cells; SW480 DNA re-replication, Hoechst DNA content imaging, 48 h; Potency, µM (top dose mostly 46.1 µM), inactives show at the top dose re-replication activation, hits mostly activators; hit rate 1.8% among 340,000; AID 624297; note: potency is the fitted concentration of half-maximal effect; % of control where 0% means no effect; nearly all actives have a fitted effect of over 55% in size
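Per well, 250 cells were exposed to pinned compound for 48 hr. Nuclear DNA was visualised with Hoechst (40 min, 37 C) and total object intensity recorded by fluorescence scanning.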
HT1080 IDH1KD tx = kills HT-1080 cells with IDH1 knockdown; Potency, µM (highest dose often 46.1 µM), for the others: top-dose activity, negative = toxicity, hits mostly cytotoxic; hit rate 2% among 360,000; HT-1080 IDH1 knockdown viability, ATP luminescence, 48 h; AID 686971;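 note: potency is the fitted concentration of half-maximal effect; 0% = DMSO wells and -100% = cell-free medium wells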
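After a 2 h attachment period, IDH1KD HT-1080 cells took pin-transferred compound for 48 h at 37 °C; ATP-based luminescence after 10 min room-temperature reagent incubation reported viability.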
KB-V1 MDR tox = kills drug-selected multidrug resistant KB-V1 cells; AID 1347076; hit rate 3.4% among 400,000; Potency, µM (doses to about 46.1 µM), without a hit: at the highest dose activity change, negative = cytotoxicity, actives largely listed as cytotoxic; KB-V1 MDR cells viability, CellTiter-Glo, 72 h; note: potency is the fitted concentration of half-maximal effect; % is set by controls: 0 for no effect and ±100 for the full control effect; nearly all actives have a fitted effect of over 60% in size
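Following 72 h at 37 degrees C with compound, KB-V1 cell viability was read by CellTiter-Glo luminescence, medium being phenol-red-free DMEM plus 10% FBS; concentration-response parameters came from normalized, curve-fitted qHTS data.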
IL-1B inflam inh = inflammasome signaling inhibition, IL-1 beta readout | activity change, % at 57.5 µM | hit rate 4.7% among 360,000 | THP-1 LPS/ATP IL-1B secretion, AlphaLISA, 16 h; active compounds read low; in the data active = activity change below about -50%; inconclusive = mostly about -30% to -49%; note: % is set by controls: 0 for no effect and ±100 for the full control effect
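Secreted IL-1B measured by AlphaLISA bead assay after 16 h compound exposure of THP-1 cells; compounds (final up to 57.5 uM) added 1 h before LPS (250 ng/mL) and ATP (1.25 mM) stimulation; lower signal means less secretion.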
KB-3-1 tox = kills parental KB-3-1 adenocarcinoma cells | AID 1347075 | Potency, µM (top dose mostly 46.1 µM), inactives show at the highest dose activity change, negative = cytotoxic, most hits filed as cytotoxic | hit rate 1.4% among 400,000 | KB-3-1 viability, CellTiter-Glo ATP luminescence, 72 h; note: potency is the fitted concentration of half-maximal effect; % is set by controls: 0 for no effect and ±100 for the full control effect; nearly all actives have a fitted effect of over 60% in size
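Viability of parental KB-3-1 cells, measured by CellTiter-Glo luminescence, followed a 72 h incubation at 37 °C with pinned compounds in phenol-red-free DMEM containing 10% FBS.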
D3 ag = D3 dopamine receptor (human) agonism; hit rate 0.58% among 410,000; P35462; D3R DiscoveRx beta-arrestin cells, luminescence, 90 min; max activation, %; in the data active = max activation above about 30%; note: 0% is about no effect; mostly tested at two doses, the higher about 12 µM
Target sequence (P35462 whole entry, looked up): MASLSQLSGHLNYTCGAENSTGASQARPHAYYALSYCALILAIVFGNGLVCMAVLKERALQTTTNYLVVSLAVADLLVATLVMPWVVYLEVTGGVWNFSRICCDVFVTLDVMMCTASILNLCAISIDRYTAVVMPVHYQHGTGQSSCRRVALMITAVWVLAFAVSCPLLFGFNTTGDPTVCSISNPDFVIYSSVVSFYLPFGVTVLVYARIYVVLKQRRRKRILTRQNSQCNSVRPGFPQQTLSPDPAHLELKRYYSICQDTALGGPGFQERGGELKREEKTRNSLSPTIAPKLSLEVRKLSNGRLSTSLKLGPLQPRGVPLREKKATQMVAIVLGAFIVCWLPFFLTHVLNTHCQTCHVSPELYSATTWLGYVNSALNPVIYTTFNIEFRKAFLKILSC
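Agonist-mode cell screen: cells plated at 1500/well and incubated overnight at 37 °C, then exposed to library compounds for 90 min at 37 °C. Detection reagent was added for 30–60 min at room temperature, and luminescence was read.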
HT1080-NT tox = kills 2HG-producing HT-1080-NT fibrosarcoma cells | HT-1080-NT fibrosarcoma viability, CellTiter-Glo ATP luminescence, 48 h | Potency, µM (highest dose often 46.1 µM), without a hit: at the top dose activity, negative = less viability, usual class: cytotoxic | hit rate 1.6% among 360,000 | AID 686970;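 note: NT is the 2HG producing partner of a matched IDH1 knockdown line; potency is the fitted concentration of half-maximal effect; 0% = DMSO-treated cells and -100% = media-only wells without cells; nearly all actives have a fitted effect of over 55% in size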
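750 cells/well, RPMI + 5% FBS; 2 h settle, compound pin-transfer, 48 h at 37 degrees C. CellTiter-Glo 10 min RT, luminescence. Normalized to DMSO and media-only wells.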
MCF10A rerep = DNA re-replication induction in MCF 10a cells; MCF 10A DNA re-replication, Hoechst nuclear intensity, 48 h; Potency, µM (highest dose often 46.1 µM), inactives show top-dose activity, positive = re-replication, most hits filed as activators; hit rate 2.9% among 350,000; AID 624296; note: potency is the fitted concentration of half-maximal effect; % of control where 0% means no effect; nearly all actives have a fitted effect of over 50% in size
* = called active by the depositor; ? = inconclusive; nt = no result given; [ ] = remark or other dose. Unless noted, calls come from the whole dose curve; as a rule, active = well fitted curve in the direction sought with a large enough effect; inconclusive = small, poorly fitted or top-dose-only effect, or another doubt; inactive = no such curve, though single readings can be large; an effect the other way counts as inactive or inconclusive.

1. COc1ccc(-c2cc(NC=O)c3ncc(-c4ccc(C(C)=O)cc4)n3c2)cc1OC
2. O=C(Nc1ccc(S(=O)(=O)N2CCOCC2)cc1)c1cc(-c2ccccc2O)n[nH]1
3. Cc1ccc(-n2c(=O)c3ccc(C(=O)NCc4ccccc4Cl)cc3n(Cc3cccc(F)c3)c2=O)cc1
4. Cc1ccc(C)c(S(=O)(=O)NNC(=O)Nc2ccccc2Cl)c1
5. Cc1cc2nsnc2c(S(=O)(=O)NCC(=O)O)c1C
6. CCCn1cnc2sc(CC)cc2c1=O

entry no.,1,2,3,4,5,6
GLP1R cytotox,-11%,-5%,-2%,3%,-3%,-9%
SW480 rerep,nt,10%,nt,16%,-4%,?
HT1080 IDH1KD tx,13µM*,-16%,nt,-5%,0%,1%
KB-V1 MDR tox,?,27%,-2%,-4%,9%,-13%
IL-1B inflam inh,-70*,?,nt,0,10,-3
KB-3-1 tox,-16%,6%,9%,-11%,-7%,?
D3 ag,13,0,-1,-4,-9,-4
HT1080-NT tox,16µM*,-3%,nt,3%,20%,2%
MCF10A rerep,nt,16%,nt,0%,-19%,4%

Full records, quoted from the list:
Results for `CCCn1cnc2sc(CC)cc2c1=O` → GLP1R cytotox: -9%; SW480 rerep: ?; HT1080 IDH1KD tx: 1%; KB-V1 MDR tox: -13%; IL-1B inflam inh: -3; KB-3-1 tox: ?; D3 ag: -4; HT1080-NT tox: 2%; MCF10A rerep: 4%
Results for `COc1ccc(-c2cc(NC=O)c3ncc(-c4ccc(C(C)=O)cc4)n3c2)cc1OC` → GLP1R cytotox: -11%; SW480 rerep: nt; HT1080 IDH1KD tx: 13µM*; KB-V1 MDR tox: ?; IL-1B inflam inh: -70*; KB-3-1 tox: -16%; D3 ag: 13; HT1080-NT tox: 16µM*; MCF10A rerep: nt

The list continues.
7. Cc1ccc(N(C(=O)CNC(=O)c2ccco2)C(C(=O)NC2CCCC2)c2ccncc2)cc1F (stereo not given)
8. CCN1C[C@@H]2[C@@H]3C(=O)N(C)C(=O)[C@@H]3[C@](CC)(C1=O)N2C(=O)c1ccc(C(C)(C)C)cc1
9. O=[N+]([O-])c1cccc(-c2ccc(CN3CCCCC3)o2)c1
10. Cn1c(SCC(=O)N2CCCc3ccccc32)nnc1-c1c[nH]c2ccccc12
11. OCC1(Cc2cccc(Cl)c2)CCCN(Cc2ccc3cc(F)ccc3n2)C1 (stereo not given)
12. COc1cccc(C2=NOC(C(=O)NCCN3CCOCC3)C2)c1 (stereo not given)

entry no.,7,8,9,10,11,12
GLP1R cytotox,1%,31%,-1%,-15%,-4%,2%
SW480 rerep,-2%,4%,-6%,1%,20%,-2%
HT1080 IDH1KD tx,10%,9%,-16%,1%,-25%,-1%
KB-V1 MDR tox,-8%,3%,-21%,14%,-15%,1%
IL-1B inflam inh,-2,19,-13,0,13,7
KB-3-1 tox,13%,8%,-3%,0%,?,1%
D3 ag,-8,-2,-9,6,-12,-21
HT1080-NT tox,9%,26%,-20%,1%,?,14%
MCF10A rerep,-4%,-17%,11%,-1%,?,2%

13. CC1Cc2ccccc2N1C(=S)NC(=O)c1ccc(Cl)cc1Cl (stereo not given)
14. COc1cc(O)c(C(C)=O)cc1OC
15. CNC(=O)COc1ccc(Nc2nnc(-c3ccc(C)c(S(=O)(=O)NC(C)(C)C)c3)c3ccccc23)cc1
16. CC[C@H](C)Cc1cn([C@@H](CCCN=C(NC(=O)OC(C)(C)C)NC(=O)OC(C)(C)C)C(=O)NCCCCCCCCCCC(=O)N2CCN(C(=O)OC(C)(C)C)CC2)nn1
17. O=C(COC(=O)/C=C/c1cccc(C(F)(F)F)c1)NC(=O)NC1CCCC1
18. CCN(CC)C(=O)CN(c1ccc(Cl)cc1)S(=O)(=O)c1ccccc1

entry no.,13,14,15,16,17,18
GLP1R cytotox,?,6%,1%,-16%,-6%,-5%
SW480 rerep,5%,-1%[9.22 µM],nt,-14%,0%,11%
HT1080 IDH1KD tx,-3%,11%,nt,?,-10%,0%
KB-V1 MDR tox,16µM*,10%,11%,17%,0%,-16%
IL-1B inflam inh,22,0,nt,-26,-7,-2
KB-3-1 tox,0%,0%,-7%,?,-22%,1%
D3 ag,3,0,-2,-9,-2,3
HT1080-NT tox,-3%,9%,nt,?,-5%,-9%
MCF10A rerep,13%,-12%,nt,?,3%,1%

19. CCCCn1c(SCc2cccnc2)nc2c1c(=O)n(C)c(=O)n2C
20. Cc1ccc(CSc2nc3ncccc3[nH]2)cc1
21. O=C(COC(=O)CCc1ccc(S(=O)(=O)N2CCCCC2)cc1)Nc1cccc2ccccc12
22. COCCNc1oc(-c2ccco2)nc1S(=O)(=O)c1ccccc1
23. COc1ccc(S(=O)(=O)NCC(c2cccs2)N2CCc3ccccc3C2)cc1 (stereo not given)
24. O=C(Nc1cccc(S(=O)(=O)c2cccc(NC(=O)C3CC3)c2)c1)C1CC1

entry no.,19,20,21,22,23,24
GLP1R cytotox,-6%,-6%,-1%,-8%,0%,-14%
SW480 rerep,-3%,-2%,-66%[inhibitor],-2%,-4%,1%
HT1080 IDH1KD tx,2%,-10%,15%,0%,-3%,?
KB-V1 MDR tox,-10%,?,-6%,?,?,?
IL-1B inflam inh,12,-3,4,-8,-3,-74*
KB-3-1 tox,-1%,-11%,12%,-5%,0%,?
D3 ag,18,8,-2,-7,5,8
HT1080-NT tox,12%,-5%,4%,1%,0%,?
MCF10A rerep,15%,-2%,28%,1%,6%,-1%

25. CCCNC(=O)c1ccc2c(=O)c(O)c(-c3ccc(C)cc3)[nH]c2c1
26. CCOc1ccc(NC(=O)c2c(NCc3cccs3)sc3c2CCCCC3)cc1
27. COc1cccc(NC(=O)C2CCCN(c3ncnc4onc(C)c34)C2)c1 (stereo not given)
28. O=C(Cn1c(=O)oc2ccccc21)NCC1COc2ccccc2O1 (stereo not given)
29. Cc1ccc([C@H]2N[C@]3(CCCN(Cc4ccccc4)C3=O)[C@H]3C(=O)N(C)C(=O)[C@@H]23)cc1
30. COc1cc(C(=O)OC(C)C(=O)NC(=O)NC2CCCCC2)ccc1OC(F)F (stereo not given)

entry no.,25,26,27,28,29,30
GLP1R cytotox,40%[activator],0%,-12%,-2%,3%,2%
SW480 rerep,?,nt,nt,-2%,nt,-15%
HT1080 IDH1KD tx,-27%,nt,nt,2%,2%,-5%
KB-V1 MDR tox,-10%,13%,?,-15%,2%,1%
IL-1B inflam inh,72,nt,nt,34,-4,17
KB-3-1 tox,?,7%,-24%,8%,-8%,-9%
D3 ag,15,-8,6,5,-10,7
HT1080-NT tox,-19%,nt,nt,2%,1%,0%
MCF10A rerep,?,nt,nt,6%,nt,-4%

31. CCOC(=O)C1=C(CSCC(=O)OC)NC(=O)NC1c1cc(C)ccc1C (stereo not given)
32. Cc1ccccc1CCNC(=O)C1CCC(=O)N(C2CCCCCC2)C1 (stereo not given)
33. CC(C)c1ccc(NC(=O)CSc2n[nH]c(=O)n2C2CC2)cc1
34. CCN(CC(=O)Nc1cc(C)on1)CC(=O)Nc1ccccc1C(F)(F)F
35. COc1ccc(C(CNC(=O)Nc2ccccc2)N2CCN(C)CC2)cc1 (stereo not given)
36. CCOC(=O)C1(CCOc2ccccc2)CCN(S(=O)(=O)N(C)C)CC1

entry no.,31,32,33,34,35,36
GLP1R cytotox,1%,-2%,-13%,11%,-6%,-1%
SW480 rerep,-11%,-2%,7%,28%,-1%,2%
HT1080 IDH1KD tx,-3%,0%,-16%,-10%,-5%,3%
KB-V1 MDR tox,-1%,nt,-6%,18µM*,8%,?
IL-1B inflam inh,-15,12,34,26,-21,22
KB-3-1 tox,-3%,nt,-15%,9%,-3%,-1%
D3 ag,1,-18,0,3,-1,15
HT1080-NT tox,4%,19%,-7%,-5%,-1%,-4%
MCF10A rerep,-7%,?,7%,32%,0%,-1%

37. Fc1ccccc1N1CCN(Cc2nc(-c3ccccc3)no2)CC1
38. COC(=O)c1ccc(-c2sc3nc(N4CCOCC4)c4c(c3c2N)CCCC4)o1
39. Cc1ccc2nc(N3CCOCC3)c(C=O)cc2c1
40. COC(=O)c1sc2ccccc2c1-n1cccc1C(=O)C(=O)Nc1ccc(Cl)cc1
41. CCc1ccc(NC(=O)c2nnn(Cc3cccc(C(F)(F)F)c3)c2N)cc1
42. Cc1ccccc1-n1c(=O)c2ccccc2n2cnnc12

entry no.,37,38,39,40,41,42
GLP1R cytotox,7%,nt,1%,83%[activator],-3%,-20%
SW480 rerep,-6%,0.63µM*,14%,5%,nt,-9%
HT1080 IDH1KD tx,-3%,1%,0%,0%,nt,0%
KB-V1 MDR tox,?,-13%,0%,12µM*,21%,17%
IL-1B inflam inh,15,-9,37,-21,nt,9
KB-3-1 tox,-12%,?,10%,?,?,4%
D3 ag,-10,5,6,-9,-18,1
HT1080-NT tox,-3%,-1%,1%,-2%,nt,-1%
MCF10A rerep,1%,?,15%,2%,nt,-1%

43. Cc1ccc(CN2CCCn3nc(C(=O)NCc4ccccc4Cl)cc3C2=O)cc1
44. CCC(c1ccc(O)c(O)c1)C(CC)c1ccc(O)c(O)c1 (stereo not given)
45. CCc1ccc(-c2nn(CC(=O)Nc3ccccc3)c3c2cnc2ccc(F)cc23)cc1
46. O=C1CCCC2=C1C(c1cccc(O)c1)c1c(ccc3ncccc13)N2 (stereo not given)

entry no.,43,44,45,46
GLP1R cytotox,2%,?,6%,5%
SW480 rerep,nt,10µM*,nt,?
HT1080 IDH1KD tx,nt,21µM*,nt,-30%
KB-V1 MDR tox,?,-13%,-2%,23%
IL-1B inflam inh,nt,-99*,nt,-27
KB-3-1 tox,-20%,-19%,2%,-7%
D3 ag,-20,16,7,-3
HT1080-NT tox,nt,23µM*,nt,-10%
MCF10A rerep,nt,-13%,nt,18µM*

High-throughput results as filed in PubChem BioAssay.
